15-hLO inh – qHTS Assay for Inhibitors of 15-hLO (15-human lipoxygenase); purified 15hLO-1, xylenol orange hydroperoxide absorbance; Potency, µM (titrated, usually from 57.1 µM), for the others: at the top dose activity change, negative = inhibition, most hits filed as inhibitors; 1.4% of 74,000 active; Polyunsaturated fatty acid lipoxygenase ALOX15 (Homo sapiens), P16050; AID 887, 2007; also: potency is read from the fitted curve at half-maximal effect; % is scaled to controls: 0 for no effect and ±100 for the full control effect; nearly all actives have a fitted effect of over 55% in size
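Compounds were preincubated 15 min at room temperature with 40 nM purified human enzyme (25 mM Hepes pH 7.5, 0.01% Triton X-100); 50 uM arachidonic acid reacted 6 min. Fe-xylenol orange detection, 30 min, absorbance ratio 573/405 nm.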
CRE Fsk mod – Cell signaling CRE-BLA (Fsk stim) | CHO CRE-bla reporter (cAMP response element driving beta-lactamase), forskolin EC10, beta-lactamase ratio | Potency, µM (doses to about 38.2 µM), without a hit: at the top dose activity change, negative = inhibition, usual class: activators | 2.5% of 71,000 active | AID 662, 2007; active = well fitted activation curve with a large enough effect in the signal ratio, with a control signal flat, not every such curve was filed as active; inconclusive = small, poorly fitted or top-dose-only effect, or effect the other way, or a change in a side signal; the % refers to the signal ratio; also: potency is read from the fitted curve at half-maximal effect; % of control where 0% means no effect
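CHO CRE-bla cells, overnight plating in Opti-MEM with 0.5% dialyzed FBS; cpd titration + EC10 NKH 477, 3 h 37 °C; CCF4 2 h RT; ex 405/em 460 vs 530 ratio → %Activity, AC50.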
ERK AVP block – qHTS Assay for Inhibitors of the ERK Signaling Pathway using a Homogeneous Screening Assay | HEK293-V1b, vasopressin-stimulated pERK AlphaScreen | Potency, µM (titrated, usually from 57.5 µM), without a hit: top-dose activity, negative = inhibition, hits mostly inhibitors | 0.99% of 72,000 active; also: potency is read from the fitted curve at half-maximal effect; % is scaled to controls: 0 for no effect and ±100 for the full control effect; nearly all actives have a fitted effect of over 55% in size
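HEK293 cells stably expressing V1b receptor, seeded overnight in 1% FBS, were treated with compounds for 30 min at 37C, then stimulated 5 min with 25 nM vasopressin; phospho-ERK read by AlphaScreen SureFire after lysis.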
Tau filament bind – qHTS Assay for Tau Filament Binding; Potency, µM (highest dose often 57.1 µM), without a hit: top-dose activity change, negative = inhibition; recombinant tau filaments, thioflavin S fluorescence, 15 h; filaments grown with octadecylsulfate alongside compound; 2% of 71,000 active; Microtubule-associated protein tau (Homo sapiens), P10636;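 also: potency is read from the fitted curve at half-maximal effect; % is scaled to controls: 0 for no effect and ±100 for the full control effect; actives lower thioflavin S fluorescence by blocking filaments or displacing dye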
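Thioflavine S fluorescence (ex 450, em 510 nm) reports filaments formed from 1 uM human tau plus 30 uM ODS over 15 h at 37 C (10 mM HEPES pH 7.4, 100 mM NaCl, 5 mM DTT); compounds displacing dye or blocking filaments lower signal.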
Epigenetic mod – qHTS Assay for Epigenetic Modulators; Potency, µM (titrated, usually from 46.1 µM), without a hit: at the highest dose GFP derepression (activation); 0.09% of 68,000 active; AID 597, 2007; mouse C127i GFP locus derepression, cytometry, 30 h; also: % of control where 0% means no effect
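Read-out is the number of GFP-positive cells, scored as fluorescent objects 20 to 120 um wide, reflecting derepression of a silenced CMV-GFP reporter in murine C127i cells after 30 h compound exposure at 37 C.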
HADH2 inh – qHTS Assay for Inhibitors of HADH2 (Hydroxyacyl-Coenzyme A Dehydrogenase, Type II); recombinant HADH2, NADH fluorescence, beta-hydroxybutyryl-CoA; Potency, µM (series often up to 57.1 µM), without a hit: at the highest dose activity change, negative = inhibition, most hits filed as inhibitors; 3.4% of 73,000 active; also: potency is read from the fitted curve at half-maximal effect; % is scaled to controls: 0 for no effect and ±100 for the full control effect; nearly all actives have a fitted effect of over 60% in size; many of its hits are not listed in these tables
Target sequence (Q99714 whole entry, looked up, one chain of several): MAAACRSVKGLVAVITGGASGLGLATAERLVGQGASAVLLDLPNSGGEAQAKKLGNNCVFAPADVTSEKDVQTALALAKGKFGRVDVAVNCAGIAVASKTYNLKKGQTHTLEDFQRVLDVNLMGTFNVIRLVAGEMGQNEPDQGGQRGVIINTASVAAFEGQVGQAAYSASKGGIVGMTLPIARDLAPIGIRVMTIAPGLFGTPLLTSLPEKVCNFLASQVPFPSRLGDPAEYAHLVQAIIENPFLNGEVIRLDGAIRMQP
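20 nM HADH2 + cpd, 15 min RT; add 1 mM NAD+/90 uM beta-hydroxybutyryl-CoA; kinetic fluorescence 360/450 nm, 4 min. Tris-HCl pH 9.0, 0.01% Tween-20.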
UbGFP stabilizer – Ubiquitin-GFP Assay; Ubiquitin-GFP reporter cells, proteasome inhibition, GFP fluorescence; response scale: untreated = 0%, 10 µM MG-132 = 100%; 67,000 tested, under 10 active; Potency, µM (doses to about 45.9 µM), for the others: at the top dose activation (GFP accumulation), hits mostly activators; AID 526, 2006; active = well fitted activation curve with a large enough effect, not every such curve was filed as active; inconclusive = small, poorly fitted or top-dose-only effect, or another doubt; inactive = no such curve, though single readings can be large or run the other way; also: potency is read from the fitted curve at half-maximal effect
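GFP accumulation read-out: laser plate cytometry counting ubiquitin(G76V)-GFP-expressing U2OS cells after 4 hr compound exposure at 37 °C. Titrations spanned 46 uM to 2.9 nM; 0% = basal, 100% = 10 uM MG-132; concentration-response curves fitted.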
Pol III holo inh – qHTS Assay for Inhibitors of DNA Polymerase III Holoenzyme System. reconstituted DNA polymerase III holoenzyme replication, biochemical. AID 603, 2007. Potency, µM (highest dose often 57.1 µM), without a hit: top-dose activity change, negative = inhibition. 0.25% of 71,000 active; also: potency is read from the fitted curve at half-maximal effect; % is scaled to controls: 0 for no effect and ±100 for the full control effect
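Reconstituted *E. coli* holoenzyme (0.35 nM Pol III, 1 nM beta, 154 nM SSB, 2 nM primase) was preincubated with compound for 15 min at RT. Synthesis on 1.4 nM ssM13Gori ran 35 min, then was stopped with PicoGreen/EDTA and read as dsDNA fluorescence.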
Hsp90 Hop PPI – qHTS Assay for Disrupters of an Hsp90 Co-Chaperone Interaction; Hsp90 C-terminal peptide / TPR2A (Hop) interaction, human; AlphaScreen TPR2A-His6 binding biotin-Hsp90 C-terminal peptide; Potency, µM (highest dose often 57 µM), for inactives: at the top dose activity change, negative = inhibition; 0.44% of 71,000 active; AID 595, 2007; active = well fitted curve in either direction with a large enough effect; inconclusive = small, poorly fitted or top-dose-only effect, or another doubt; also: potency is read from the fitted curve at half-maximal effect; % is scaled to controls: 0 for no effect and ±100 for the full control effect; many of its hits are not listed in these tables
FLuc inh – qHTS Assay for Inhibitors of Firefly Luciferase | Luciferin 4-monooxygenase (Photinus pyralis), P08659 | purified firefly luciferase, luminescence, 8 min | Potency, µM (highest dose often 57.1 µM), for the others: at the top dose activity change, negative = inhibition, actives largely listed as inhibitors | 2.2% of 72,000 active; also: potency is read from the fitted curve at half-maximal effect; % is scaled to controls: 0 for no effect and ±100 for the full control effect; nearly all actives have a fitted effect of over 40% in size
Target sequence (P08659 whole entry, looked up): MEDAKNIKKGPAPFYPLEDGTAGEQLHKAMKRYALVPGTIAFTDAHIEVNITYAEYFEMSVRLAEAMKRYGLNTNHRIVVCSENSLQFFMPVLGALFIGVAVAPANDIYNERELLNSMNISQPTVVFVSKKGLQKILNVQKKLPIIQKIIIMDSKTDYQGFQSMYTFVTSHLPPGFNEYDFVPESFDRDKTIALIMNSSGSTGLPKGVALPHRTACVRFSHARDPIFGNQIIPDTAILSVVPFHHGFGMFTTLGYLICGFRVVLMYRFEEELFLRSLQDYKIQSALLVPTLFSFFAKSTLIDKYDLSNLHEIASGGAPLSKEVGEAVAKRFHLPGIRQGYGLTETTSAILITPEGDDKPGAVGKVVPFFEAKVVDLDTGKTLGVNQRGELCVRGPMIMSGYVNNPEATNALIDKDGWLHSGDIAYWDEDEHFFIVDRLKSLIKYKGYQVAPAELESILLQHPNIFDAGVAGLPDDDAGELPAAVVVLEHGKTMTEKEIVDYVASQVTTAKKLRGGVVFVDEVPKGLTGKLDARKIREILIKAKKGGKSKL
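Here, luciferase activity is measured as luminescence following an 8 min room-temperature reaction at 10 uM ATP, pH 7.2. Every library sample is titrated.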
HBB splicing – qHTS Assay for Modulators of Hemoglobin Beta Chain Splicing. HBB splicing reporter cell assay, activation; EGFP reporter with mutant IVS2-654 intron; response scale: normalised to 500 nM splice-correcting PNA. Potency, µM (top dose mostly 46.1 µM), inactives show top-dose activation, actives largely listed as activators. 0.06% of 65,000 active. AID 925, 2007; also: potency is read from the fitted curve at half-maximal effect; 0% is about no effect
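Compounds were applied for 2 days to HeLa EGFP-654 cells, 500/well in Optimem with 2% FCS. The reporter's EGFP is disrupted by mis-splicing of beta-globin intron IVS2-654. Readout: summed well GFP fluorescence from 488 nm laser scanning; reference was 500 nM antisense […] 654 PNA.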
Numbers without * were called inactive; i = inactive; u = inconclusive; x = not tested or not shown; [ ] = another dose, or the depositor's remark. Unless noted, calls follow the shape of the dose curve; as a rule, active = well fitted curve in the direction sought with a large enough effect; inconclusive = small, poorly fitted or top-dose-only effect, or another doubt; inactive = no such curve, though single readings can be large; an effect the other way counts as inactive or inconclusive. These rows are one share of the data, so the mix of outcomes need not match the whole.

SMILES	15-hLO inh	CRE Fsk mod	ERK AVP block	Tau filament bind	Epigenetic mod	HADH2 inh	UbGFP stabilizer	Pol III holo inh	Hsp90 Hop PPI	FLuc inh	HBB splicing
CCOC(=O)CNc1nc(C#N)nc(N2CCOCC2)n1	12%	7%	14%	u	-3%	0%	-7%	-4%	u	-1%	-0.1%
O=C(COC(=O)C1COc2ccccc2O1)NC(=O)Nc1ccc2c(c1)OCCO2 (centres undefined)	2%	-2%	9%	-2%	1%	-6%	-3%	9%	-2%	-2%	0.6%[57.5 µM]
C=CCN(C(=O)CNC(=O)c1ccco1)C(C(=O)NC1CCCCC1)c1ccccc1F (centres undefined)	3%	4%	2%	1%	-2%	10%	0%	-6%	-4%	-7%	1.0%
CN(C)c1ccc(/C=C/c2cc[n+]([O-])cc2)cc1	-7%	u	-8%	i	-2%	-29%	x	19%	0%	-13%	u
CCCCN(C(=O)NC(=O)Nc1ccccc1C)S(C)(=O)=O	-5%	u	22%	-4%	5%	2%	-5%	-2%	-1%	1%	-2.5%
CCOc1cc2c(cc1OCC)C(C(=O)O)C(c1cc(OC)c(OC)c(OC)c1)N(C)C2=O (centres undefined)	5%	u	24%	-3%	4%	-7%	u	-3%	3%	0%	-2.5%
Cn1cc(-c2nc3cnc(N4CCOCC4)nc3n(C3CC3)c2=O)c2ccccc21	-19%	u	-15%	157%	-2%[9.22 µM]	u	10%	-2%	-10%	-3%[11.4 µM]	5.9%
CCCCOc1ccccc1Cn1c(=O)oc2ccccc21	-8%	9%	18%	-1%	-1%	-13%	-11%	-4%	u	-1%	-1.2%
COc1ccc(N(CC(=O)Nc2ccc3c(c2)OCO3)S(=O)(=O)c2ccccc2)c(OC)c1	u	u	-3%	99%	-2%	-11%	13%	-3%	u	-1%	-0.8%
CCNS(=O)(=O)c1cc(Br)ccc1OC	-5%	-6%	-13%	-4%	6%	-3%	1%	-3%	-2%	3%	-0.7%
Cc1cc(C)c(NC(=O)CS(=O)CC(=O)N2CCN(c3ccc(F)cc3)CC2)c(C)c1 (centres undefined)	0%	u	5%	2%	0%	-3%	-2%	0%	1%	-3%	-0.1%[57.5 µM]
Cc1ccc(-c2nc3c(=O)n(C)c4ccccc4c3o2)cc1	-3%	u	-10%	60%	3%	u	1%	-2%	4%	-7%	-1.9%
COc1ccccc1NC(=O)Nc1ncccc1C	10%	3%	7%	18%	6%	10%	-6%	-6%	-1%	-1%	x
CCC(C)NC(=O)N[C@@H](CCSC)C(=O)O (some centres undefined)	4%	1%	3%	121%	2%	2%	30%	12%	-3%	4%	-0.4%
CCc1ccc(-n2c(SCC(=O)Nc3cc(C)[nH]n3)nc3[nH]ncc3c2=O)cc1	9%	-17%	7%	-2%	0%	4%	-14%	2%	-12%	0%	-2.5%
COCCn1c(=O)c(-c2cc(F)cc(F)c2)nc2cnc(N3CCOCC3)nc21	0%	6.3µM*	-10%	30%	-6%[9.22 µM]	31%[activator]	-4%	-3%	-1%	2%[11.4 µM]	1.4%
CCc1ccc(CCC(=O)Nc2nccs2)o1	-7%	u	-2%	1%	1%	-6%	0%	-10%	-5%	-2%	-3.8%
COCCCNC(=O)Cn1cc(C(C)=O)c2ccccc21	9%	u	0%	10%	-3%	-5%	7%	-5%	-4%	-8%	-0.8%
O=C1CCCN1CCC1CCN(C2CC(=O)N(c3ccc(F)cc3)C2=O)CC1 (centres undefined)	1%	-14%	0%	-4%	-3%	-4%	11%	0%	-6%	1%	0.1%
CCCCNc1nc(C)nc2c1nc(-c1ccccc1)n2C(C)CCCN(CC)CC (centres undefined)	u	-4%	-15%	62%	x	-16%	-2%	-2%	-3%	x	-2.0%
CCOc1ccc(N(C(C)=O)C2C=CS(=O)(=O)C2)cc1 (centres undefined)	6%	-4%	2%	-16%	0%	-15%	-3%	9%	0%	0%	1.2%
COC(=O)c1sc(N)c(C(=O)OC)c1COC(=O)c1c(C)noc1C	-14%	u	-17%	-3%	-3%	-8%	-1%	1%	0%	1%	-0.6%
COc1cccc(NC(=O)CCCn2c(=O)[nH]c3ccccc3c2=O)c1	10%	u	43%[activator]	-54%	-2%	-5%	-7%	0%	u	1%	-0.2%
COc1ccc(-c2c(C)nn3c(N4CCC(C(=O)N5CCCCC5)CC4)cc(C)nc23)cc1OC	9%	u	-8%	-1%	-1%	0%	-9%	1%	0%	0%	0.4%
CC1CN(C2CCCCC2)c2nc3c(c(=O)[nH]c(=O)n3C)n2C1 (centres undefined)	10%	u	-31%	0%	-2%	4%	x	10%	-6%	-3%	-0.4%[0.369 µM]

Sorted by formula weight (lowest first): some entries from above
SMILES	15-hLO inh	CRE Fsk mod	ERK AVP block	Tau filament bind	Epigenetic mod	HADH2 inh	UbGFP stabilizer	Pol III holo inh	Hsp90 Hop PPI	FLuc inh	HBB splicing
CCOC(=O)CNc1nc(C#N)nc(N2CCOCC2)n1	12%	7%	14%	u	-3%	0%	-7%	-4%	u	-1%	-0.1%
CCOc1ccc(N(C(C)=O)C2C=CS(=O)(=O)C2)cc1 (centres undefined)	6%	-4%	2%	-16%	0%	-15%	-3%	9%	0%	0%	1.2%
CCCCN(C(=O)NC(=O)Nc1ccccc1C)S(C)(=O)=O	-5%	u	22%	-4%	5%	2%	-5%	-2%	-1%	1%	-2.5%

The list goes on:
SMILES	15-hLO inh	CRE Fsk mod	ERK AVP block	Tau filament bind	Epigenetic mod	HADH2 inh	UbGFP stabilizer	Pol III holo inh	Hsp90 Hop PPI	FLuc inh	HBB splicing
O=C(Nc1ccon1)c1csc2c1CCCC2	-12%	-5%	-19%	-9%	6%	u	3%	3%	-3%	-2%	-1.6%
O=C(Nc1ccncc1)c1ccc2c(c1)OCCO2	2%	12%	-15%	-9%	5%	3%	12%	3%	-3%	u	-0.6%
CN(C)S(=O)(=O)c1ccc2c(c1)c(=O)c(C(=O)NCCCN1CCCCCC1)cn2C	u	-8%	16µM*	42%	-3%	-4%	0%	-15%	-3%	0%	1.1%
CCCC1=C(C(=O)OCC)C(c2ccc(NC(C)=O)cc2)NC(=O)N1 (centres undefined)	-19%	27%	u	-9%	0%	-8%	3%	-7%	-6%	-2%	0.7%
O=C(Nc1ccc2oc(-c3ccncc3)nc2c1)c1ccccc1F	1%	u	-10%	14%	0%	u	x	-10%	-3%	-12%	-2.7%[0.369 µM]
COc1ccc(C(=O)CN2CCN(c3ccc(F)cc3)CC2)cc1OC	-1%	u	18%	-6%	2%	-4%	1%	-4%	-6%	-1%	-2.9%
O=C(O)Cc1cccc2c(=O)cc(-c3ccccc3)oc12	2%[11.4 µM]	-4%[7.6 µM]	18%[11.5 µM]	2%[11.4 µM]	0%[9.22 µM]	9%[11.4 µM]	0%[9.17 µM]	-6%[11.4 µM]	-2%[11 µM]	5%[11.4 µM]	0.5%[9.22 µM]
Cc1cccc(NC(=O)Cn2nnc(-c3ccc(CN4CCCC4)cc3)n2)c1C	-9%	-7%	2%	35%	3%	10%	0%	-2%	-2%	-1%	0.0%[57.5 µM]
O=C(NCCc1nc2ccccc2[nH]1)c1ccc(F)cc1	4%	u	-9%	-25%	8%	3%	-7%	-1%	-3%	0%	-1.4%

Of the compounds above, 2 have a furan ring, fused or not.
SMILES	15-hLO inh	CRE Fsk mod	ERK AVP block	Tau filament bind	Epigenetic mod	HADH2 inh	UbGFP stabilizer	Pol III holo inh	Hsp90 Hop PPI	FLuc inh	HBB splicing
C=CCN(C(=O)CNC(=O)c1ccco1)C(C(=O)NC1CCCCC1)c1ccccc1F (centres undefined)	3%	4%	2%	1%	-2%	10%	0%	-6%	-4%	-7%	1.0%
CCc1ccc(CCC(=O)Nc2nccs2)o1	-7%	u	-2%	1%	1%	-6%	0%	-10%	-5%	-2%	-3.8%
